Screening results: PubChem BioAssay, several laboratories
Arrestin-AP2 inh = human beta-arrestin and AP2 interaction inhibition; FITC-arrestin peptide / GST-AP2 beads, flow cytometry; AP2 beta2 appendage carries R879A mutation; inhibition, % at 10 µM; 340,000 tested, 0.31% active; AID 504490;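 active = inhibition above a set limit, near 3 SD of compounds lacking own fluorescence, cut at about 54% in these data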;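 note: plate controls were DMSO wells for no effect and 5 µM unlabelled arrestin peptide for full effect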
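System: GST-AP2 R879A glutathione beads; medium: PBS, Tween 20 0.05%, BSA 0.1%; reagent: fluorescein-tagged arrestin peptide at 50 nM final; schedule: pre-incubation 12 min, peptide binding 1 h, room temperature; detection: flow cytometry, FL1 (488/535 nm); read-out: inhibition as reduced fluorescein signal on beads, percent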
RTF Ca sens act = cardiac RTF calcium sensitization; P19429+P45379; IANBD-labeled TnC RTF fluorescence at EC20 calcium; 0% EC20 calcium, 100% full calcium; activation, % at 7.2 µM; 340,000 tested, 0.24% active;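 active = activation above the mean over all tested compounds plus 3 SD, cut at about 30% in these data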;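 note: rise in fluorescence read as greater calcium sensitivity of cardiac thin filaments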
LANA DNA inh = inhibitors of KSHV LANA C-terminal domain DNA binding; MBP-C-LANA/FAM-LBS DNA binding, fluorescence polarization; inhibition, % at 9 µM; 340,000 tested, 0.078% active; AID 504423;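 active = highest replicate inhibition at or above 60% at 9 µM, even if other replicates fall short; inactive = all replicates below 60% inhibition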;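 note: 0% = neutral control wells and 100% = 4 µM acridine orange control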
MOR-DOR inv ag = inverse agonist of human OPRM1-OPRD1 heterodimerization; P35372+P41143; cell-based MOR-DOR heterodimer luminescence, inverse agonism; inhibition, % at 9.3 µM; 340,000 tested, 0.21% active; in the data active = inhibition above about 22%, passing the limit was not always enough;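 note: 0% = cells with DMSO and 100% = wells without cells with DMSO; values of inactives mirror those of a sister screen read the other way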
MOR-DOR ag = OPRM1-OPRD1 heterodimerization agonism | P35372+P41143 | cells, luminescence | activation, % at 9.3 µM | 340,000 tested, 0.3% active | AID 504326; in the data active = activation above about 18%;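 note: 0% = vehicle-treated cells and 100% = reference agonist; values of inactives mirror those of a sister screen read the other way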
V-ATPase pH = alters yeast V-ATPase proton transport; S. cerevisiae, pHLuorin cytosolic pH fluorescence; response, % at 10 µM; 350,000 tested, 0.37% active; in the data active = response mostly above about 7.3%, no sharp cut-off; inactive = mostly below about 5.4%; note: actives read high; inactives centre near 0; some compounds called inactive have numbers as strong as hits; reference of the scale not given here
Cardiac RTF inh = cardiac RTF calcium desensitization; P19429+P45379; IANBD-labeled cardiac RTF, Ca2+ fluorescence; inhibition, % at 7.15 µM; 340,000 tested, 0.12% active;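 active = inhibition above the mean inhibition of all tested compounds plus 3 SD, cut at about 17% in these data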;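 note: assay run at fixed EC70 calcium of 1.6 mM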
Wnt act = activators of Wnt/beta-catenin signaling; Wnt/beta-catenin reporter cell assay, activator, plate reader; activation, % at 9.35 µM; 300,000 tested, 1.2% active; in the data active = activation above about 30%, passing the limit was not always enough;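 note: 0% = neutral control wells and 100% = positive control wells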
Keap1 Nrf2 FP = Keap1-Nrf2 (human) interaction inhibition; AID 504523; Q14145; Keap1 Kelch-Nrf2 peptide fluorescence polarization, 1536-well; inhibition, % at 9.4 µM; 340,000 tested, 0.15% active; in the data active = inhibition above about 12%;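 note: human Keap1 Kelch domain with fluorescein labeled Nrf2 9mer peptide probe; 0% = neutral control wells and 100% = peptide positive control; higher means more block of Keap1 binding to Nrf2 peptide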
Pemphigus Ab inh = inhibitors of pemphigus antibody binding to human desmoglein-3; P32926; DSG3-coupled beads, scFv-anti-DSG3-GFP binding, flow cytometry; active compounds read low; binding (percent of control), % at 10 µM; 310,000 tested, 0.48% active; AID 588358;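 active = binding more than 3 SD below its plate's average and above zero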;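 note: hits lower antibody fragment binding to DSG3; some compounds called inactive have numbers as strong as hits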
Target sequence (P32926 whole entry, looked up, the tested form may be a part): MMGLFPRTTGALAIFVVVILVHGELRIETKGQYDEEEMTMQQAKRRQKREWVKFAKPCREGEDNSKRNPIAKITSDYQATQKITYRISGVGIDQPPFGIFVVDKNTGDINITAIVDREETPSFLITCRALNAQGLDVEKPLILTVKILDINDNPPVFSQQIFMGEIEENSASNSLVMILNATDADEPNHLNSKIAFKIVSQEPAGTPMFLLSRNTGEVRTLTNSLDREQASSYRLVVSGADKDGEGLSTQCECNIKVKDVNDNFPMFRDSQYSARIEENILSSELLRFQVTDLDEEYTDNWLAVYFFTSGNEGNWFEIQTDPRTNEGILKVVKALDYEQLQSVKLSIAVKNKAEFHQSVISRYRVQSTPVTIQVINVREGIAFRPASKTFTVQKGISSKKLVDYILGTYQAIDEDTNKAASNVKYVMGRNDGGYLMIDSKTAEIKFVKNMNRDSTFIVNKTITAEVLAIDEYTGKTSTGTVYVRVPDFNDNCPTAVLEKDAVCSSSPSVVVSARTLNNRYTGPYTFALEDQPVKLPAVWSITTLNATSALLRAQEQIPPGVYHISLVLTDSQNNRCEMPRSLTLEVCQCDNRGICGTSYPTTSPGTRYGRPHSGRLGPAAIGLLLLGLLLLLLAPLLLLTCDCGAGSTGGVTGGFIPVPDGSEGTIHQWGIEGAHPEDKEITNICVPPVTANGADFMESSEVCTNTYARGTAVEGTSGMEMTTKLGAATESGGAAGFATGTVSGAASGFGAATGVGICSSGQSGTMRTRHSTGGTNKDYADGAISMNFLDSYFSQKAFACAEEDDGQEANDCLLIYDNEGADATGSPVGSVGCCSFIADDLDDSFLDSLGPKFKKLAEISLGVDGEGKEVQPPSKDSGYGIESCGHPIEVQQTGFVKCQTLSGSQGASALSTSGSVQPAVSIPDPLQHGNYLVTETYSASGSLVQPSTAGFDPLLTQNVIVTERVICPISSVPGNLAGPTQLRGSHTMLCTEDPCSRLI
* = called active by the depositor; x = not tested or not shown.

Values in the order – Arrestin-AP2 inh | RTF Ca sens act | LANA DNA inh | MOR-DOR inv ag | MOR-DOR ag | V-ATPase pH | Cardiac RTF inh | Wnt act | Keap1 Nrf2 FP | Pemphigus Ab inh
CCn1c(SCC(=O)OC)nnc1-c1ccc(C)cc1
  -10 | -5 | 50 | 8 | -1.5 | 0 | 5 | 1 | -1 | 96
CCCn1c(CN(Cc2ccccc2)Cc2ccccc2)nc2c1c(=O)n(C)c(=O)n2C
  21 | 1 | 0.4 | -24 | 4.0 | -3 | -9 | x | 4 | 107
CC[C@H](C)NC(=O)c1ccc(Cn2c(=S)[nH]c3c([nH]c4ccc(OC)cc43)c2=O)cc1
  8 | 0 | 0.1 | -11 | 2.1 | 5 | 6 | -2 | -7 | x
CCCNS(=O)(=O)c1ccc(OCC(=O)Nc2ccc3c(c2)OCCO3)cc1
  2 | 10 | -0.9 | 6 | -1.1 | 1 | -4 | -8 | -8 | 103
Cc1ccc(C2=Nc3ccccc3N=C(c3ccc([N+](=O)[O-])cc3)C2)c(O)c1
  0 | -1 | -1.2 | -9 | 1.6 | 1 | -2 | x | -1 | 101
COc1ccccc1Cn1c(SCC(N)=O)nc2c(oc3ccccc32)c1=O
  -2 | -3 | 0.1 | 13 | -2.6 | 2 | 1 | -6 | 7 | 83
CCC1CCCCN1C(=S)NCc1ccccc1 (centres undefined)
  -4 | -1 | 0.7 | 18 | -3.0 | 4 | -6 | x | -1 | 94
Cc1cccc(C)c1NC(=S)N(CCc1ccncc1)C(C)C
  27 | -4 | 1.4 | 0 | -0.1 | 0 | 4 | -1 | 0 | 102
Cc1cccc(/C=N/NC(=O)CC(=O)NCCc2ccccc2)c1
  -1 | 2 | -0.1 | 6 | -1.2 | -2 | 1 | 1 | 2 | 111
O=C(O)c1ccc(C(=O)c2ccc3c(c2)C(=O)N(CC2CCCO2)C3=O)cc1 (centres undefined)
  3 | -2 | 1.0 | -3 | 0.4 | -2 | 8 | -1 | 5 | 99
O=C(CSc1ccc2ccccc2c1Br)Nc1cccc(S(=O)(=O)NC2=NCCCCC2)c1
  -1 | -1 | -0.3 | 4 | -0.9 | 3 | -10 | 4 | -2 | x
CC(Cc1ccccc1)NC(=O)c1cc2ccccc2o1 (centres undefined)
  -10 | 1 | 1.0 | 1 | -0.2 | -2 | -16 | 29 | -6 | 113
CC(CCc1ccccc1)NC(=O)CN1CCSc2ccccc21 (centres undefined)
  1 | 7 | 2.1 | -10 | 2.0 | 1 | 2 | -2 | -5 | 90
Cc1cccc(NC(=O)c2cccc(NC(=O)c3ccco3)c2)c1
  6 | -5 | -2.2 | 6 | -1.2 | 6 | 0 | -2 | -2 | 112
O=C(O)CNC(=O)/C(=C\c1ccco1)NC(=O)c1ccco1
  0 | 3 | 1.4 | 10 | -2.0 | -3 | -10 | -2 | -4 | 115
O=c1oc2ccccc2c(Cl)c1CN1CCCCC1
  1 | 6 | -0.5 | -20 | 4.0 | -2 | 1 | 0 | 0 | 103
O=C(O)C1CCN(C(=O)CSc2nc3cc(Cl)ccc3c(=O)n2Cc2ccccc2)CC1
  29 | -5 | -1.2 | -10 | 1.6 | -7 | -7 | -2 | 4 | x
O=S(=O)(Nc1cc(S(=O)(=O)N2CCCC2)ccc1O)c1ccc(Cl)s1
  -3 | 4 | 0.6 | 0 | 0.0 | -3 | 5 | -4 | 3 | 102
COc1nc(NC(C)(C)C)nc(Oc2ccc(=O)n(C)n2)n1
  4 | -2 | 1.0 | 6 | -1.1 | 2 | -3 | 0 | -2 | 107
COc1ccc(NC(=O)CSc2nnc3ccc(-c4ccncc4)nn23)cc1
  -4 | 4 | -0.6 | 9 | -1.8 | 2 | 0 | -1 | -3 | 98
Cc1ccc(CSCC2Nc3ccc(C(=O)N4CCN(c5ccc(F)cc5)CC4)cc3NC2=O)cc1 (centres undefined)
  8 | 3 | -0.5 | -7 | 1.3 | 1 | -1 | x | -6 | 102
CCN1CCN(Cc2ccc(NC(=O)c3cc(NC(=O)c4cc(-c5ccc(OC)cc5)n[nH]4)cc(OC)c3)cc2C(F)(F)F)CC1
  -4 | -4 | 19 | -8 | 1.4 | -1 | 0 | -30 | -4 | 112
O=C(CCCCn1c(=O)c2ccccc2n(Cc2ccc(Cl)cc2)c1=O)NCc1ccco1
  2 | -2 | 2.7 | 6 | -1.4 | 3 | 0 | x | 0 | x
Cc1ccc(-n2nc3c(=O)n(CCCC(=O)NCc4ccc(F)cc4)nc(C)c3c2C)cc1
  -9 | -7 | -0.8 | 9 | -1.8 | -2 | 3 | -2 | -4 | 114
O=C(NCCc1ccccc1)c1ccc(Cl)cc1[N+](=O)[O-]
  17 | -1 | -2.7 | 7 | -1.4 | 2 | -4 | 8 | 3 | 104
Cc1ccc2cccc(NC(=S)NC(=O)c3ccnn3C)c2n1
  16 | -8 | -0.1 | 5 | -0.8 | 0 | 3 | -1 | -1 | 102
Cc1ccccc1NC(=S)N1CCC(NC(=O)c2ccco2)CC1
  42 | 3 | -1.0 | 5 | -1.0 | 2 | 10 | -3 | -5 | 97
CCCCNCc1ccc(SC)cc1
  19 | 1 | -0.5 | 14 | -2.5 | -2 | 3 | -3 | 0 | 99
O=C(CSc1ccc2nnc(-c3cccnc3)n2n1)Nc1ccc(F)cc1F
  21 | -1 | 9.6 | 9 | -1.7 | -9 | 2 | 2 | -1 | x
Cc1ccc2nc(-c3ccccn3)cc(C(=O)Nc3ccc4c(c3)OCO4)c2c1
  -7 | 7 | 2.6 | -13 | 2.7 | 11 | 3 | 0 | -1 | 112
CCOC(=O)Cc1cc(=O)[nH]c(/N=C(\N)Nc2ccc(OC)cc2)n1
  -21 | 4 | -4.1 | 10 | -1.9 | 0 | 3 | 28 | 3 | 98
O=C(Nc1ccc2[nH]c3c(c2c1)CCCC3)c1ccco1
  -3 | 0 | 0.2 | 8 | -1.4 | 3 | -8 | 2 | -5 | x
COc1ccc(CCNC(=O)c2ccc3c(c2)N(Cc2ccc(F)cc2)CCS3)c(OC)c1
  0 | -1 | 0.3 | 18 | -3.5 | 1 | 0 | -4 | -5 | x
Cc1ccc(NC(=O)N2CCCC2C(=O)NCC2CCCO2)cc1 (centres undefined)
  -9 | 4 | 2.8 | 9 | -1.8 | -2 | -4 | 0 | -2 | 98
COc1cc(NC(=O)CSc2nnnn2-c2ccccc2)cc(OC)c1OC
  6 | 0 | -0.1 | 8 | -1.6 | 0 | -5 | x | -2 | 92
COc1cc2c(=O)n(CCC(=O)NCC3CCCO3)c(=O)n(CC(=O)c3ccc(Cl)cc3)c2cc1OC (centres undefined)
  33 | -2 | -1.2 | 18 | -3.4 | 6 | -4 | -1 | -1 | 99
C=CCNC(=O)/C(C#N)=C\c1cc(Cl)c(OCC)c(OC)c1
  -12 | -2 | -0.3 | 8 | -1.6 | 4 | 0 | x | 2 | 100
O=C(NP(=O)(N1CCCC1)N1CCCC1)C1=C(N2CCOCC2)/C(=C/c2cccc([N+](=O)[O-])c2)CC1
  -4 | 1 | 0.1 | 4 | -0.5 | 1 | 3 | -6 | 1 | 87
CC(C)C[C@@H](CO)N1CCN(Cc2cccnc2)CCC1=O
  14 | -3 | -1.1 | 9 | -1.6 | 5 | -2 | -1 | 3 | 98
COC(=O)C1=C(C)N(CCc2ccccc2)C(=O)C1(NS(=O)(=O)c1ccc(NC(C)=O)cc1)C(F)(F)F (centres undefined)
  12 | 2 | 0.6 | 7 | -1.3 | 5 | 0 | -1 | -1 | 105
CCOC(=O)c1[nH]cnc1C(=O)Nc1ccccc1
  44 | -1 | 0.1 | 13 | -2.3 | 1 | -2 | 0 | 1 | 104
CCc1cc(=O)oc2c3c(cc(OCC(=O)NCCCC(=O)O)c12)OC(C)(C)CC3
  -22 | 5 | 1.7 | 6 | -1.3 | -3 | -4 | -1 | 4 | 89
CC1CCN(c2c(NCc3ccc(C(=O)NCc4ccccc4)cc3)c(=O)c2=O)CC1
  0 | 14 | 2.6 | -3 | 0.5 | 2 | -14 | -4 | -5 | 94
O=C(Cc1ccccc1)N(c1ccc(F)cc1)C1C=CS(=O)(=O)C1 (centres undefined)
  5 | 1 | 0.9 | 1 | -0.2 | 0 | 5 | -3 | -2 | 102
CCc1ccc(NC(=O)C2CCCN(S(=O)(=O)c3c(C)[nH]c(=O)[nH]c3=O)C2)cc1 (centres undefined)
  0 | 15 | -0.3 | 4 | -0.7 | -3 | -7 | -3 | -6 | 72
S=C1N(c2ccccc2)CN(CCN2CCOCC2)CN1c1ccccc1
  35 | x | x | x | x | -5 | x | 0 | x | 110
O=C(Cn1cc([N+](=O)[O-])ccc1=O)NC1CCCCC1
  33 | -2 | 0.5 | 12 | -3.1 | 2 | 8 | -3 | 2 | 96
O=[N+]([O-])c1cccc(/C=C/c2ccccn2)c1
  17 | -6 | 0.7 | 11 | -2.4 | -1 | 1 | 23 | -3 | 92
CC(CCc1ccccc1)NC(=O)CN1CCN(Cc2ccccc2)C1=O (centres undefined)
  5 | -2 | -0.6 | 10 | -1.9 | 1 | -2 | x | -5 | 90
CCCC1C(C#N)=C(N)Oc2cc(C)n(C)c(=O)c21 (centres undefined)
  8 | 5 | -1.3 | -23 | 4.0 | -1 | -8 | x | -2 | 104
COc1ccc(CCNC(=O)c2cc(S(=O)(=O)N3CCCCC3)c[nH]2)cc1OC
  -1 | 5 | 0.1 | 4 | -0.6 | 1 | 0 | -2 | -7 | 112
CCCCNS(=O)(=O)c1ccc(NS(=O)(=O)c2c(C)cc(C)cc2C)cc1
  39 | 1 | -0.5 | -30 | 5.5 | -3 | -1 | x | -1 | 94
Cc1nc2ccccc2c(=O)n1NC(=O)c1ccc(C(C)(C)C)cc1
  35 | -5 | 0.1 | 0 | 0.1 | 0 | 0 | -4 | -1 | 103
Cn1c(=O)[nH]c(=O)c2c1nc(SCC(=O)O)n2CCc1ccccc1
  12 | -1 | 2.6 | 9 | -1.7 | -2 | -19 | x | 1 | 102
NC(=O)c1ccc(NC(=O)CN2CCOCC2)cc1
  0 | 1 | 0.4 | 6 | -1.2 | 6 | 0 | 1 | -2 | 112
COc1ccc(NC(=O)c2cccc3ccccc23)cc1
  -1 | -9 | -0.4 | -4 | 0.8 | 1 | -10 | 4 | -1 | 112
CC(Oc1ccccc1)c1ccnc(N)n1 (centres undefined)
  22 | -1 | 1.7 | 12 | -2.4 | 0 | -4 | -7 | 4 | 101
COC(=O)Cc1c(C)c2ccc(O)c(CN3CCCC(C)C3)c2oc1=O (centres undefined)
  105* | 11 | -0.7 | 10 | -1.6 | x | -16 | x | -1 | 103
